Rtt109 Vps75 – blocks Candida albicans Rtt109/Vps75 acetyltransferase activity. Q5AAJ8. purified Rtt109/Vps75, ThioGlo CoA-SH fluorescence, 4 h. inhibition, % at 34.9 µM. 330,000 tested, 0.16% active. AID 540336;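 active = inhibition of at least 50% in every replicate; inconclusive = best replicate reaches 50% inhibition but some replicates fall short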
dFosB activator – activators of mouse delta FosB homodimer; 340,000 tested, 0.99% active; P13346; AID 493131; purified delta FosB, TAMRA-CDK5 oligo fluorescence polarization; percent of positive-control signal above neutral wells; activation, % at 25 µM;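 active = mean activation above about 17%, with every replicate also reaching it, limit read from the data, passing the limit was not always enough; inconclusive = only one of the two conditions met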;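 also: fluorescence polarization rise as delta FosB binds a TAMRA Cdk5 AP-1 oligo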
Target sequence (P13346 whole entry, looked up): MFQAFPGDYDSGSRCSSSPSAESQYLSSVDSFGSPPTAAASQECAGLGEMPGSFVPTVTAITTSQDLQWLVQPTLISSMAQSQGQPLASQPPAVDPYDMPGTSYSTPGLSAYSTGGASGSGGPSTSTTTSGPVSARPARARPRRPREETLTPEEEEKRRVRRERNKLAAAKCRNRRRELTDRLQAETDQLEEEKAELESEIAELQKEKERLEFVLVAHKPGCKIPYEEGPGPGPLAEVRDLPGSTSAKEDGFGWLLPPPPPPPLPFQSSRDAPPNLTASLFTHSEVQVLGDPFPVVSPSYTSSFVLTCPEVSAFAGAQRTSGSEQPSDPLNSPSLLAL
MITF act – activators of MITF-driven TRPM1 promoter activity in SK-MEL-5 cells; SK-MEL-5 TRPM1-promoter luciferase, 24 h; % of positive control, neutral wells = 0; activation, % at 12.5 µM; 300,000 tested, 0.75% active;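 active = mean activation of at least 80% with every replicate also reaching 80%; inconclusive = mean reaches 80% but some replicate falls short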;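 also: 0% = neutral control wells and 100% = parthenolide positive control wells; values of inactives mirror those of a sister screen read the other way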
PvdQ inh – blocks Pseudomonas aeruginosa PvdQ acylase activity; purified PvdQ acylase, fluorescence plate reader; inhibition, % at 10 µM; 340,000 tested, 0.063% active; in the data active = inhibition above about 30%, passing the limit was not always enough; inconclusive = no clear call, values can overlap the other calls;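 also: 0% = vehicle neutral wells and 100% = reference inhibitor wells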
SR-BI DiI-HDL act – activators of SR-BI mediated HDL lipid uptake; 320,000 tested, 0.096% active; activation, % at 12.5 µM; CHO ldlA[mSR-BI] cells, DiI-HDL uptake fluorescence, 3 h; 100 = double the neutral-control signal;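 active = mean replicate activation of at least 60% and every replicate at or above 60%; inconclusive = mean or all-replicate condition met, but not both; inactive = mean below 60% and not all replicates reaching 60%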;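 also: 0% = median plate neutral-control signal and 100% = twice that signal; values of inactives mirror those of a sister screen read the other way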
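Test system: SR-BI-overexpressing, LDLR-lacking CHO cells; Also added: labelled HDL, 10 µg/mL; Measured by: bottom-read cell fluorescence after medium removal, ex 550/em 595 nm; Timing: 3 h uptake period with compound, 37 °C; Buffer or medium: F12, 0.5% BSA, 25 mM HEPES; Doses: single compound concentration, delivered by pin transfer.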
CDK5 inh – inhibitors of human CDK5/p35 kinase; Recombinant CDK5/p35, ADP-Glo luminescence, 60 min; inhibition, % at 10 µM; 330,000 tested, 0.01% active; AID 488839;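 active = highest replicate inhibition of at least 50% and at least 75% of replicates reaching 50%; inconclusive = only one of the two criteria met; inactive = both criteria failed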;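 also: plate controls were DMSO neutral control for no effect and GW8510 at 10 µM for full effect; many of its hits are not listed in these tables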
cardiac RTF act – increases calcium sensitivity of human cardiac regulated thin filaments | AID 493008 | 340,000 tested, 0.24% active | activation, % at 7.2 µM | IANBD-labeled TnC RTF fluorescence at EC20 calcium; 0% EC20 calcium, 100% full calcium;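 active = activation above the mean over all tested compounds plus 3 SD, cut at about 30% in these data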;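 also: rise in fluorescence read as greater calcium sensitivity of cardiac thin filaments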
HTR5A ag – activates human HTR5A in OPRM1-OPRD1 agonist counter-screen | HTR5A agonist assay, luminescence, cell-based | activation, % at 9.3 µM | 340,000 tested, 0.61% active | AID 504692; in the data active = activation mostly above about 9.5%, no sharp cut-off; inactive = mostly below about 7.6%;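 also: 0% = cells with vehicle only and 100% = reference agonist; strong numbers were not always called active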
SR-BI HDL uptake – inhibitors of mouse SR-BI mediated HDL lipid uptake; inhibition, % at 12.5 µM; AID 488896; Q61009; ldlA[mSR-BI] CHO cells, DiI-HDL uptake fluorescence, 3 h; 320,000 tested, 0.96% active;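 active = mean replicate inhibition of at least 70% and a set share of replicates each scoring 70 or more; inconclusive = meets just one of the two criteria; inactive = fails both criteria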;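 also: 0% = median of neutral control wells and 100% = median of positive control wells; values of inactives mirror those of a sister screen read the other way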
Target sequence (Q61009 whole entry, looked up): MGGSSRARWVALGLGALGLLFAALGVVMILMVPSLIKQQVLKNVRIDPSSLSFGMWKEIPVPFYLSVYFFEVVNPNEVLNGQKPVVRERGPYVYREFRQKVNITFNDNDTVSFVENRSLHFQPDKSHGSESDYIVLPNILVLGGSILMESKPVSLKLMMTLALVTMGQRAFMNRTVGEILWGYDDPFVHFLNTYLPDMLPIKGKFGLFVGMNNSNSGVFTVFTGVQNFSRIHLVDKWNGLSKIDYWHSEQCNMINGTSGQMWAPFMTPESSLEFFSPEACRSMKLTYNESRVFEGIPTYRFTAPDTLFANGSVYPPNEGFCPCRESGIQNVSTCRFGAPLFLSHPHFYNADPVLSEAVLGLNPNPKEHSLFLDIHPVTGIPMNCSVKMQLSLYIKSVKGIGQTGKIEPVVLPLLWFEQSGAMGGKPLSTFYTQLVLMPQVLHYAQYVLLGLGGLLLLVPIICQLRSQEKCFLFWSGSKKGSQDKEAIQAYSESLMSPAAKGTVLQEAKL
Wnt act – Wnt/beta-catenin pathway activation | Wnt/beta-catenin reporter cell assay, activator, plate reader | activation, % at 9.35 µM | 300,000 tested, 1.2% active; in the data active = activation above about 30%, passing the limit was not always enough; inconclusive = no clear call, values can overlap the other calls;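 also: 0% = neutral control wells and 100% = positive control wells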
An asterisk follows results filed as active; ? = inconclusive; . = no result given.

nr	SMILES	Rtt109 Vps75	dFosB activator	MITF act	PvdQ inh	SR-BI DiI-HDL act	CDK5 inh	cardiac RTF act	HTR5A ag	SR-BI HDL uptake	Wnt act
1	COc1ccc(NC(=O)c2c(C)oc3c2CCCC3)cc1	11	-4	25	-10	-57	1.0	2	0	57	5
2	Cc1ccc(OCCN(C)C(=O)CC2C(=O)NCCN2CC(C)(C)C)cc1 (stereo not given)	-4	-7	15	-14	1	-2.3	-3	1	-1	-1
3	Cc1cc2nc3s/c(=C/c4ccc(-c5ccccc5C(=O)O)o4)c(=O)n3c2cc1C	-3	-22	-4	14	3	0.0	-1	3	-3	4
4	COc1ccc(N2C(=NC(=O)C3CCCCC3)SC3CS(=O)(=O)CC32)cc1Cl (stereo not given)	0	-13	2	-16	20	-1.2	4	2	-20	1
5	COc1ccc(CN(C)C(=O)c2cccc(C(=O)N(C)Cc3ccc(OC)cc3)c2)cc1	.	-7	-10	-16	14	-1.6	-2	2	-14	-1
6	Cc1ccc(NC(=O)Cn2nnc(C(=O)NCCc3ccccc3)c2N)cc1Cl	-2	19*	-4	-6	-22	0.1	-8	3	22	2
7	CC(CNC(=O)c1cc(Cl)ccc1[N+](=O)[O-])NC(=O)c1cc(Cl)ccc1[N+](=O)[O-] (stereo not given)	-5	?	-17	-13	-29	0.4	12	0	29	-1
8	Cc1ccc(S(=O)(=O)NCCC(=O)OCC(=O)N(Cc2ccccc2)C(C)(C)C)cc1	0	-9	3	-7	-24	2.4	0	4	24	-2
9	CCOC(=O)/C=C/C(=O)OCC(=O)Nc1cccc(Cl)c1Cl	3	-12	4	-1	10	-0.6	1	-1	-10	16
10	Cc1ccc(NC(=O)CSc2nc3ccccc3c3nc(CCc4c(C)n[nH]c4C)nn23)cc1F	15	-10	.	6	-12	-0.2	-2	4	12	-6
11	Cc1cccc2cc(C(c3nnnn3C3CCCC3)N3CCOCC3)c(=O)[nH]c12 (stereo not given)	8	-6	-13	-12	-10	1.3	1	6	10	.
12	Cc1ccc(/C=N/n2c(C)nnc2C)cc1	-1	5	5	-3	-7	-2.4	-1	1	7	.
13	Cc1ccc(S(=O)(=O)N/N=C2/CCCCC2C2CCCCC2)cc1[N+](=O)[O-] (stereo not given)	3	-4	7	19	42	-0.6	2	1	-42	.
14	C1CCN2C[C@@H]3C[C@@H](CN4CCCC[C@@H]34)[C@H]2C1	7	2	15	-3	14	0.9	1	0	-14	3
15	CCOC(=O)CNC(=O)N1CCCC(CCC(=O)NCc2ccc(F)c(F)c2)C1 (stereo not given)	.	-2	2	-7	-12	-0.1	3	5	12	-4
16	COc1cc(/C=N/NC(=O)COc2ccc(Cl)cc2)ccc1OS(=O)(=O)c1ccc(C)cc1	-5	-2	5	-5	-38	0.2	-2	4	38	-6
17	COc1ccccc1NC(=S)NCCc1ccc(OC)c(OC)c1	-7	3	6	-20	-29	-7.3	-5	1	29	1
18	O=C(O)CSc1ncnc2c1sc1nc(-c3ccccc3)c3c(c12)CCC3	10	-62	0	-8	.	0.4	0	6	.	3
19	CCNC(=S)N/N=C(\C)c1ccc(Cl)s1	0	-7	0	-10	-28	-0.8	6	4	28	-3
20	CCCc1nnc(SCC(=O)N2CCOCC2)n1C	2	-8	.	-7	25	-0.9	11	6	-25	.
21	NC(=O)CSc1nc2sc(-c3ccccc3)cc2c(=O)n1N	-3	-8	47	-5	8	0.9	7	4	-8	.
22	COc1ccc2c(c1)C(NS(=O)(=O)OCC(Cl)(Cl)Cl)CCC2 (stereo not given)	11	3	1	12	-10	-0.7	-4	6	10	-1
23	Cn1nccc1C(=O)NC1CCN(Cc2ccccc2)CC1	-2	-10	-14	3	10	-1.0	5	3	-10	-2
24	CCc1c(C)sc(NC(=S)Nc2cccnc2)c1C(=O)OC	-2	-2	8	-12	6	0.8	-2	2	-6	0
25	Cc1ccc2c(c1)S/C(=C/c1ccc[n+](C)c1)N2CCO	3	7	0	5	4	1.1	3	2	-4	-1
26	Cc1ccc(N2CC(C(=O)N3CCC4(CC3)CC(=O)c3ccccc3O4)CC2=O)cc1 (stereo not given)	-2	-14	-7	-20	-7	-1.9	-1	7	7	-3
27	CCN(CC)C(=O)C1CCN(S(=O)(=O)c2c(C)noc2/C=C/c2cccc(C)c2)CC1	11	-9	4	10	-23	1.0	3	5	23	-1
28	O=[N+]([O-])c1cc(S(=O)(=O)Nc2cccc(C(F)(F)F)c2)ccc1-n1nnc2ccccc21	15	3	13	2	11	1.2	-1	5	-11	.
29	S=C(NCc1ccc(Cl)cc1)NC1CCCCC1	-1	1	-7	-5	9	-0.9	-5	-1	-9	-4
30	Cc1ccn(C(=O)c2ccc(NC(=O)CC(C)C)cc2)n1	12	-10	3	4	5	0.7	5	0	-5	4

Compound profiles, as listed above. Order of values: Rtt109 Vps75, dFosB activator, MITF act, PvdQ inh, SR-BI DiI-HDL act, CDK5 inh, cardiac RTF act, HTR5A ag, SR-BI HDL uptake, Wnt act
`C1CCN2C[C@@H]3C[C@@H](CN4CCCC[C@@H]34)[C@H]2C1` is listed as 7, 2, 15, -3, 14, 0.9, 1, 0, -14, 3
`COc1ccccc1NC(=S)NCCc1ccc(OC)c(OC)c1` is listed as -7, 3, 6, -20, -29, -7.3, -5, 1, 29, 1
`Cc1ccc(OCCN(C)C(=O)CC2C(=O)NCCN2CC(C)(C)C)cc1` (stereo not given) is listed as -4, -7, 15, -14, 1, -2.3, -3, 1, -1, -1
`COc1ccc(CN(C)C(=O)c2cccc(C(=O)N(C)Cc3ccc(OC)cc3)c2)cc1` is listed as ., -7, -10, -16, 14, -1.6, -2, 2, -14, -1

Part of the list above, limited to Rtt109 Vps75:
| no. | molecule | Rtt109 Vps75 |
| --- | --- | --- |
| 2 | Cc1ccc(OCCN(C)C(=O)CC2C(=O)NCCN2CC(C)(C)C)cc1 (stereo not given) | -4 |
| 3 | Cc1cc2nc3s/c(=C/c4ccc(-c5ccccc5C(=O)O)o4)c(=O)n3c2cc1C | -3 |

Following part.
nr	SMILES	Rtt109 Vps75	dFosB activator	MITF act	PvdQ inh	SR-BI DiI-HDL act	CDK5 inh	cardiac RTF act	HTR5A ag	SR-BI HDL uptake	Wnt act
31	O=C(N/N=C/c1cccnc1)c1ccc(S(=O)(=O)N2CCCCCC2)cc1	0	0	-8	-1	18	-0.3	0	3	-18	0
32	O=C(NCc1ccco1)C1(S(=O)(=O)c2ccccc2)CC=CC1	9	4	3	-3	42	-1.2	-1	0	-42	-2
33	O=C(CN1CCSCC1)N/N=C/c1cccc(Cl)c1	-7	5	0	-11	2	0.3	2	-1	-2	.
34	Cc1cc(C)n2nc(-c3ccc(Cl)cc3)cc2n1	4	-10	24	-13	-42	0.6	3	1	42	34*
35	CC(=O)C1=C(O)C(=O)N(c2cc(C(C)(C)C)on2)C1c1ccc(Br)cc1 (stereo not given)	.	-9	.	-2	5	-1.3	-3	8	-5	.
36	C=CCn1c2ccccc2c2nnc(SCc3ccc4nonc4c3)nc21	1	-26	2	-7	-50	-1.4	-2	2	50	-6
37	COc1ccc(C2c3cc4c(cc3OC(N3CCOCC3)C2C)OCO4)c(OC)c1 (stereo not given)	3	-11	0	-12	-63	-0.2	2	2	63	-9
38	COc1ccc(C(=O)Nc2ccc(Br)cn2)cc1S(=O)(=O)N1CCOCC1	5	-10	14	-7	-32	-0.3	2	10	32	6
39	COC(=O)c1ccccc1NC(=O)C1CC(=O)N(C2CCCCC2)C1 (stereo not given)	13	-5	6	-15	-7	-3.2	3	-2	7	.
40	CCCOc1ccc(NC(=O)CC2Nc3ccccc3NC2=O)cc1 (stereo not given)	-4	0	8	-4	5	-1.3	-6	2	-5	-2
41	O=C(O)/C=C/C(=O)Nc1cccnc1	-6	0	-9	-14	19	0.1	5	0	-19	.
42	Cc1ccc(C2(C)NC(=O)N(CC(=O)Nc3cc(C)on3)C2=O)cc1 (stereo not given)	-12	3	-2	-12	5	-0.7	0	0	-5	0
43	CC1CCc2sc3ncn4nc(C(=O)NCc5ccco5)nc4c3c2C1 (stereo not given)	0	-3	.	-6	-27	0.1	4	-3	27	.
44	Cc1ccc(-n2c(CC#N)n[nH]c2=S)c(C)c1	3	-7	8	4	22	-0.1	4	-2	-22	-2
45	CCOC(=O)C1C(=O)CC(C)(O)C(C(=O)OCC)C1c1ccc(NC(C)=O)cc1 (stereo not given)	1	-4	7	-16	12	-3.6	1	-4	-12	-1
46	COc1ccc(NC(=O)C2=Cc3cccc(OC)c3OC2)cc1	.	-4	52	-4	-32	-2.4	1	1	32	44*
47	COC(=O)Nc1ccc(NC(C)=O)cc1	2	0	-4	20	6	-0.1	2	1	-6	2
48	O=C(CSc1cn(CC(=O)N2CCCC2)c2ccccc12)NCC1CCCO1 (stereo not given)	-14	-2	-4	-12	3	-0.8	6	-3	-3	-1
49	COCCCn1c(=O)c2ccccc2n(CC(=O)Nc2ccc3c(c2)OCCO3)c1=O	0	-4	.	-12	.	-1.4	-2	2	.	-4
50	O=c1oc(/C=C/c2ccc([N+](=O)[O-])s2)nc2ccccc12	-6	-8	-1	-2	-3	0.5	1	-1	3	.
51	COc1ccc(Cn2nnc3c(=O)[nH]c(C(=O)NCCc4ccc(F)cc4)nc32)cc1OC	-4	-16	9	-11	6	0.9	-2	2	-6	3
52	Cc1ccccc1C(=O)NNc1ccc([N+](=O)[O-])cc1	3	-8	-5	7	12	-1.6	-1	-4	-12	-1
53	Cc1nn(CCCC(=O)NCc2ccccc2)c(C)c1[N+](=O)[O-]	-1	5	4	-6	10	0.3	0	-3	-10	-2
54	Cc1ccc(C(=O)c2ccc([N+](=O)[O-])cc2)c(C)c1	2	4	-23	-8	-16	-1.2	-2	2	16	.
55	CCOc1cc(/C=C(\C#N)c2nc3ccccc3[nH]2)ccc1OC(C)C(=O)O (stereo not given)	13	8	0	6	-17	1.4	-2	3	17	0

Numbers 54–55, quoted:
nr	SMILES	Rtt109 Vps75	dFosB activator	MITF act	PvdQ inh	SR-BI DiI-HDL act	CDK5 inh	cardiac RTF act	HTR5A ag	SR-BI HDL uptake	Wnt act
54	Cc1ccc(C(=O)c2ccc([N+](=O)[O-])cc2)c(C)c1	2	4	-23	-8	-16	-1.2	-2	2	16	.
55	CCOc1cc(/C=C(\C#N)c2nc3ccccc3[nH]2)ccc1OC(C)C(=O)O (stereo not given)	13	8	0	6	-17	1.4	-2	3	17	0

High-throughput results deposited in PubChem BioAssay by several laboratories.
